Assay outcomes deposited in PubChem by several laboratories.
KOR beta-arrestin-1 – kappa opioid receptor blockers – cell-based, luminescence, uHTS (AID 1778); KOR beta-arrestin recruitment, luminescence, antagonist mode; higher % means a stronger effect; inhibition, % at 10 µM, or IC50 in µM where a hit was titrated; actives 0.091% (n = 290,000); further: strong numbers were not always called active
AID2073 – inhibitors of Mint1-CaV2.2 protein interaction, biochemical, HTRF (AID 2073) | HTRF protein-protein interaction, Mint1-CaV2.2; higher % means a stronger effect | inhibition, % at 20 µM; hits with a dose series show IC50 in µM | actives 0.19% (n = 290,000); in the data active means inhibition mostly above about 51%, no sharp cut-off; inconclusive means no clear call, values can overlap the other calls; inactive means mostly below about 53%; further: some results filed as inactive read as strong as hits
KOR beta-arrestin-2 – kappa opioid receptor activators – cell-based, luminescence, uHTS, primary screen (AID 1777) | KOR beta-arrestin recruitment, luminescence; higher % means a stronger effect | actives 0.02% (n = 280,000) | activation, % at 10 µM; hits with a dose series show EC50 in µM; in the data active means activation above about 50%, passing the limit was not always enough; further: a part of the inactive calls stands beside numbers as strong as those of hits
GPR55 beta-arrestin – selective activators of receptor GPR55 – imaging, U2OS cells, beta-arrestin-GFP redistribution, primary screen (AID 1961); U2OS GPR55 beta-arrestin-GFP redistribution imaging; higher % means a stronger effect; activation, % at 10 µM, or EC50 in µM where a hit was titrated; actives 0.048% (n = 290,000);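 active means activation above 40% with more than 50 cells counted in the well; inconclusive means wells holding fewer than 50 cells, flagged as toxic or sparse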;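 further: U2OS osteosarcoma cells stably expressing GPR55 and beta-arrestin-GFP; plate controls were DMSO negative control for no effect and LPI positive control for full effect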
HEK293 NOD2/NF-kB – inhibition of NOD2-driven NF-kB reporter – cell-based, luminescence, uHTS, HEK293 (AID 1566); HEK293 NOD2/NF-kB luciferase reporter, luminescence; higher % means a stronger effect; inhibition, % at 4 µM, or EC50 in µM where a hit was titrated; actives 0.63% (n = 290,000); further: many of its hits are not listed in these tables
NOD1 NF-kB reporter – inhibition of NOD1-driven NF-kB reporter – cell-based, luminescence, uHTS, primary screen (AID 1578); NOD1-driven NF-kB luciferase reporter cells, luminescence; higher % means a stronger effect; actives 1% (n = 290,000); inhibition, % at 4 µM, or EC50 in µM where a hit was titrated; in the data active means inhibition mostly above about 36%, no sharp cut-off; inactive means mostly below about 34%;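 further: HEK-293T reporter cells stimulated with the NOD1 agonist gamma-tri-DAP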
M1AAP inhibition – P. falciparum M1AAP inhibitors, biochemical, fluorogenic H-Leu-NHMec substrate, 1536-well (AID 1445). recombinant M1AAP, H-Leu-NHMec fluorogenic kinetic assay; higher % means a stronger effect. inhibition, % at 30 µM, or IC50 in µM where a hit was titrated. actives 0.42% (n = 220,000);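 active means primary inhibition above the hit cutoff, then over 50% inhibition at one or more dose response concentrations, cut at about 23% in these data, passing the limit was not always enough; inconclusive means conflicting primary data, or primary hits not chosen for dose response; inactive means low primary inhibition, or under 50% at every dose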;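 further: plate controls were DMSO full reaction for no effect and no enzyme background for full effect; strong numbers were not always called active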
Dynein cargo inh – dynein cargo transport inhibition | 3617.4 mouse cells, GR-EGFP nuclear translocation imaging; test concentration mostly 20 µM; stimulated with dexamethasone, 1 µM; hits give low values | z-score, hits read low | actives 0.47% (n = 220,000) | AID 1381;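 active means plate z-score of nuclear minus cytoplasmic receptor signal below a set negative limit, without overly bright fluorescence or cell loss, cut at about -3.5 in these data, passing the limit was not always enough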;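 further: z-score of nuclear minus cytoplasmic ring GR-EGFP intensity difference per well; some compounds called inactive have numbers as strong as hits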
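Buffer or medium: Induction medium lacking tetracycline, stripped serum | Also added: Dexamethasone agonist, 1.0 µM final, for 30 min | Timing: 48 h induction, 1 h compound, 30 min dex at 37 °C | Detection: Formaldehyde fixation, Hoechst nuclear stain, 10x automated fluorescence imaging | Measure: Nuclear versus cytoplasmic GR-EGFP signal, averaged per well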
P. falciparum M17LAP – P. falciparum M17LAP inhibitors, primary screen, biochemical, fluorogenic H-Leu-NHMec substrate, 1536-well (AID 1619). actives 0.38% (n = 220,000). one-dose inhibition, % at 30 µM; IC50 in µM for titrated hits. recombinant M17LAP, H-Leu-NHMec fluorogenic kinetic assay; higher % means a stronger effect;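 active means compound inhibiting the enzyme by more than half at any dose during confirmatory dose-response retesting; inconclusive means strong single-dose inhibitors picked by rank but not retested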;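 further: plate controls were full reaction with DMSO carrier for no effect and no enzyme background for full effect; strong numbers were not always called active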
Dynein cargo inh cytoplasmic EGFP – second read-out of Dynein cargo inh, no call of its own (marks repeat the call); z-score; measured here: cytoplasmic GR-EGFP intensity; hits give high values
Dynein cargo inh nuclear GR-EGFP – recorded beside Dynein cargo inh, whose call it bears; z-score; measured here: nuclear GR-EGFP intensity;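 lower value marks the stronger effect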
Dynein cargo inh cell count – further read-out of Dynein cargo inh, marked with its call; z-score; measured here: cell count per field
Numbers without * were called inactive; ? = inconclusive; · = no result given; [ ] = remark or other dose. Unless noted, no stated cut-off is given here; in the data, active means inhibition above about 50%; inactive means the rest.

entry	mol	KOR beta-arrestin-1	AID2073	KOR beta-arrestin-2	GPR55 beta-arrestin	HEK293 NOD2/NF-kB	NOD1 NF-kB reporter	M1AAP inhibition	Dynein cargo inh	Dynein cargo inh cytoplasmic EGFP	Dynein cargo inh nuclear GR-EGFP	Dynein cargo inh cell count	P. falciparum M17LAP
1	CCOC(=O)c1nnc(-c2cccs2)nc1Oc1ccc(Cl)cc1	24.5%	-7.8%	1.3%	0.2%	11.6%	32.8%	3.1%	0.0666	-0.133	0.371	-0.581	11.7%
2	Cc1ccc(S(=O)(=O)Nc2cc3c(C(=O)O)c(C)oc3c3ccccc23)c(C)c1	-21.1%	7.0%	-0.4%	0.3%	10.4%	-5.1%	·	·	·	·	·	·
3	CC(C)Sc1nsc2nc(=O)c(/C=C3\C=Nc4ccccc43)c(N)n12	4.4%	15.4%	-5.1%	0.1%	-19.1%	-36.1%	9.4%	-0.633	1.12	0.223	0.802	1.1%
4	C=CCc1c(C)nc(SC)nc1Nc1ccc(C(=O)O)cc1	18.7%	-1.7%	0.1%	-0.1%	7.6%	·	12.3%	-0.37	0.074	-0.622	1.21	8.8%
5	COc1ccc(C2=NN(S(C)(=O)=O)C(c3ccc4nccnc4c3)C2)cc1 (centres undefined)	10.2%	-2.0%	3.0%	-0.6%	-13.7%	-16.1%	4.5%	-0.707	-0.216	-0.63	0.594	8.8%
6	Cc1c(C)n(C)c2ccc(C(=O)NCCCN3CCN(C)CC3)cc12	-31.3%	12.2%	1.4%	-0.2%	4.5%	-0.3%	·	·	·	·	·	·
7	Cc1ccc(NC(=O)CN(CCc2ccccc2)S(C)(=O)=O)cc1	-58.2%[20 µM]	1.5%	-1.2%	0.4%	19.6%	2.3%	·	·	·	·	·	·
8	CCC(=O)Nc1ccc(C(=O)NCc2ccccn2)cc1	-8.2%[20 µM]	1.5%	-5.9%	-0.1%	6.0%	12.4%	2.0%	-0.251	-0.329	0.207	0.218	-4.0%
9	COc1ccc(NC(=O)c2cc(C)no2)cc1OC	11.6%	8.7%	-0.3%	0.0%	-7.1%	-0.5%	·	·	·	·	·	·
10	CCC(C)(C)NC(=O)C(c1ccncc1)N(Cc1cccs1)C(=O)Cn1nnc2ccccc21 (centres undefined)	-31.0%	8.6%	5.0%	-0.3%	-5.9%	-7.5%	-1.2%	-1.18	-0.254	-0.437	0.779	4.1%
11	CSc1ccc(S(=O)(=O)N2CCCC2)cc1	17.6%	2.0%	-1.0%	-0.3%	-1.8%	-24.9%	2.8%	0.216	-0.128	0.0347	0.313	-6.5%
12	O=C(Cc1ccc(Cl)cc1)Nc1ccc(NC(=O)c2ccccc2)cc1	-3.6%	6.9%	16.0%	0.3%	1.9%	-13.9%	-0.1%	0.373	-0.224	0.00296	0.0439	11.0%
13	CN(C)c1cccc(N(C)C)c1CNC(=O)C(C)(C)C	7.7%	2.2%	-0.1%	0.3%	-1.7%	-12.6%	-0.7%	0.445	-0.19	0.224	-0.571	-6.0%
14	O=C1CSc2ccc(S(=O)(=O)N3CCN(c4ccccc4)CC3)cc2N1	-8.8%	17.1%	17.1%	-0.1%	23.4%	16.5%	·	·	·	·	·	·
15	CCOC(=O)C1=C(O)C(Nc2nccs2)(C(F)(F)F)N=C1C (centres undefined)	-15.8%	29.8%	2.4%	-0.2%	-1.7%	-10.3%	6.6%	-0.78	-0.361	-0.14	0.467	-8.5%
16	COc1ccc2[nH]c3c(=O)n(CCCC(=O)NC4CCC(C)CC4)c(=S)[nH]c3c2c1 (centres undefined)	-23.0%	25.7%	3.0%	0.0%	14.9%	-16.9%	·	·	·	·	·	·
17	COc1cc(/C=C/C(=O)OCC(=O)Nc2ccc(S(=O)(=O)N3CCCC3)cc2)ccc1O	25.2%	16.8%	2.8%	0.0%	5.0%	-35.5%	9.3%	-0.212	-0.282	-0.258	-0.33	11.3%
18	CC1CSC(N(C(=O)c2ccc(S(C)(=O)=O)cc2)c2ccc(Cl)cc2)=N1 (centres undefined)	-5.0%	1.0%	-2.8%	0.3%	-3.6%	-18.2%	·	·	·	·	·	·
19	Cc1ccc(-n2nnnc2CCl)cc1	-28.1%	-7.7%	1.8%	0.2%	8.7%	9.8%	7.0%	-6.09*	2.73*	-2.4*	-0.257*	1.6%
20	CNC(=O)Nc1cc(C(C)(C)C)no1	-1.4%	-21.8%	0.9%	-0.1%	8.9%	7.3%	-3.0%	0.513	-0.28	0.313	-0.409	-19.5%
21	CC(C)C[C@@H](COc1ccccc1)N1CCN(CCc2ccccc2)CCC1=O	-8.9%[20 µM]	1.8%	-1.3%	2.69µM*	-6.0%	-4.1%	·	·	·	·	·	·
22	O=C1CCCC(O)=C1N=Nc1ccc(Cl)c(Cl)c1	-7.4%	0.5%	4.6%	0.1%	-29.6%	-43.0%	2.4%	-1.03	-0.103	-0.746	-0.385	-2.9%
23	OC1c2cc(Br)ccc2N=C2CCCN21 (centres undefined)	10.7%	12.3%	-1.6%	4.2%	6.0%	-9.4%	·	·	·	·	·	·
24	O=C1CCC(=O)N1c1ccccc1OS(=O)(=O)c1ccccc1	18.7%	14.9%	-0.8%	-0.1%	-2.0%	-24.9%	·	·	·	·	·	·

Arranged by heavy-atom count (smallest number first): some entries from above.
entry	mol	KOR beta-arrestin-1	AID2073	KOR beta-arrestin-2	GPR55 beta-arrestin	HEK293 NOD2/NF-kB	NOD1 NF-kB reporter	M1AAP inhibition	Dynein cargo inh	Dynein cargo inh cytoplasmic EGFP	Dynein cargo inh nuclear GR-EGFP	Dynein cargo inh cell count	P. falciparum M17LAP
23	OC1c2cc(Br)ccc2N=C2CCCN21 (centres undefined)	10.7%	12.3%	-1.6%	4.2%	6.0%	-9.4%	·	·	·	·	·	·
8	CCC(=O)Nc1ccc(C(=O)NCc2ccccn2)cc1	-8.2%[20 µM]	1.5%	-5.9%	-0.1%	6.0%	12.4%	2.0%	-0.251	-0.329	0.207	0.218	-4.0%
14	O=C1CSc2ccc(S(=O)(=O)N3CCN(c4ccccc4)CC3)cc2N1	-8.8%	17.1%	17.1%	-0.1%	23.4%	16.5%	·	·	·	·	·	·
21	CC(C)C[C@@H](COc1ccccc1)N1CCN(CCc2ccccc2)CCC1=O	-8.9%[20 µM]	1.8%	-1.3%	2.69µM*	-6.0%	-4.1%	·	·	·	·	·	·

(cont.)
entry	mol	KOR beta-arrestin-1	AID2073	KOR beta-arrestin-2	GPR55 beta-arrestin	HEK293 NOD2/NF-kB	NOD1 NF-kB reporter	M1AAP inhibition	Dynein cargo inh	Dynein cargo inh cytoplasmic EGFP	Dynein cargo inh nuclear GR-EGFP	Dynein cargo inh cell count	P. falciparum M17LAP
25	COc1ccccc1CC(=O)Nc1ccc(S(=O)(=O)N2CCCCC2)cc1	-32.7%	0.3%	1.6%	-0.1%	6.7%	5.1%	·	·	·	·	·	·
26	CN(C)/C=C/C(=O)Oc1ccc(Cl)cc1Cl	-75.8%[20 µM]	-10.9%	1.1%	-0.1%	5.4%	7.5%	3.8%	-0.697	-0.246	-0.154	0.729	2.2%
27	O=C(O)CN1C(=O)C2C3CC(C2C1=O)C1C(c2ccc(Cl)cc2)c2sc(=O)[nH]c2SC31 (centres undefined)	8.9%	1.7%	-5.7%	0.5%	3.8%	-30.0%	16.5%	-0.48	-0.26	-0.296	0.119	32.5%
28	CC(NS(=O)(=O)c1ccc(Cl)cc1)C(c1cccs1)N1CCN(C)CC1 (centres undefined)	-22.0%	8.5%	11.9%	0.1%	-4.6%	-35.1%	1.0%	0.743	-0.215	0.838	-0.301	-8.7%
29	CCCc1cc(=O)n2[nH]c(-c3ccc(OC)cc3)nc2n1	2.8%	14.0%	5.0%	-0.1%	6.5%	-10.0%	1.9%	-0.0996	-0.228	0.00209	0.541	7.3%
30	O=C(O)C1=C[C@@H](c2coc3ccccc3c2=O)C[C@@H](OCc2ccc(CO)cc2)O1	-14.4%	2.6%	3.6%	0.5%	-14.4%	-10.2%	5.4%	-0.547	-0.244	-0.00692	-0.447	6.9%
31	O=C(Nc1ccc2nn(-c3ccccc3)nc2c1)c1cccnc1	5.2%	?	0.2%	0.9%	14.4%	-26.3%	10.0%	-0.152	0.208	-0.104	0.692	-7.6%
32	CCOC(=O)c1ccc(N/C(=N\S(=O)(=O)c2ccccc2C)c2ccccc2)cc1	9.7%	0.9%	-1.1%	0.5%	19.4%	25.5%	0.7%	0.218	-0.234	-0.295	-0.34	-7.4%
33	N#CCSc1nc2ccccc2c2nc3ccccc3n12	-21.0%	5.9%	4.9%	1.7%	18.0%	31.1%	1.9%	-0.806	-0.158	-0.653	0.685	8.1%
34	O=C(CCc1ccccc1)Nc1nc2ccc(S(=O)(=O)N3CCOCC3)cc2s1	9.6%	?	6.4%	0.1%	11.6%	·	8.6%	0.793	-0.141	0.298	0.169	2.7%
35	CCOC(=O)c1ccc(S(=O)(=O)N2CCN(CC(=O)NC(=O)NC(C)(C)C)CC2)cc1	-41.6%	1.9%	3.3%	0.6%	-24.1%	-15.2%	10.8%	0.231	0.924	0.604	-0.34	0.0%
36	CSC1=N/C(=C\c2ccc(C)o2)C(=O)S1	4.4%	17.7%	-5.8%	-0.3%	-3.0%	10.5%	8.5%	-1.02	-0.181	-0.211	0.533	10.3%
37	CCn1c(SCC(=O)NC2CCCCC2)nnc1-c1ccco1	-10.6%	?	1.1%	0.0%	-3.7%	-39.6%	·	·	·	·	·	·
38	COc1cc(/C=N/NC(=O)Cc2cccs2)c([N+](=O)[O-])cc1OC	-60.5%	-3.0%	2.3%	0.5%	-14.2%	55.3%	8.5%	0.506	0.233	0.718	-1.54	-2.0%
39	CCN(CC)CCNC(=O)Cn1ncc2ccccc2c1=O	-28.9%	1.4%	3.8%	-0.3%	20.2%	1.3%	3.9%	-1.56	-0.235	-0.136	1.35	5.2%
40	Cc1c(OCC(=O)NC(Cc2ccc(Cl)cc2)C(=O)O)ccc2c3c(c(=O)oc12)CCC3 (centres undefined)	-45.3%[20 µM]	17.9%	-0.4%	-0.1%	14.6%	19.4%	·	·	·	·	·	·

The list is partial; count on the stated rates, not on these rows.
